Bioassay records deposited in PubChem by several laboratories.
Exocytosis inh: blocks lytic granule exocytosis | TALL-104 LAMP-1 surface exposure, flow cytometry; cells stimulated with thapsigargin and PMA | inhibition, % at 10 µM | 360,000 compounds, 0.66% hits | AID 651702;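 active = inhibition above about 55%, limit read from the data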
ABCB6 inh 2: inhibitors of human ABC transporter ABCB6; fluorescence ratio to DMSO, % at 10 µM; 360,000 compounds, 0.19% hits; K562-ABCB6 porphyrin accumulation, flow cytometry, 1 h; active compounds read low; AID 602162; Q9NP58;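 active = fluorescence ratio to DMSO below 75%, the collection mean minus 3 SD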;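 also: signal is porphyrin accumulated inside mitochondria; 100% equals median channel fluorescence of DMSO control wells; lower ratio means ABCB6 inhibition with less porphyrin fluorescence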
MC4R barr agon: agonists of human melanocortin 4 receptor (MC4R) beta-arrestin | P32245 | U2OS MC4R beta-arrestin complementation, luminescence; percent of melanotan II response, DMSO zero | activation, % at 8.9 µM | 360,000 compounds, 0.98% hits | AID 540308;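 active = activation above a per-plate cutoff, the mean activation of sample wells on that plate plus 3 SD, cut at about 8% in these data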
Target sequence (P32245 whole entry, looked up): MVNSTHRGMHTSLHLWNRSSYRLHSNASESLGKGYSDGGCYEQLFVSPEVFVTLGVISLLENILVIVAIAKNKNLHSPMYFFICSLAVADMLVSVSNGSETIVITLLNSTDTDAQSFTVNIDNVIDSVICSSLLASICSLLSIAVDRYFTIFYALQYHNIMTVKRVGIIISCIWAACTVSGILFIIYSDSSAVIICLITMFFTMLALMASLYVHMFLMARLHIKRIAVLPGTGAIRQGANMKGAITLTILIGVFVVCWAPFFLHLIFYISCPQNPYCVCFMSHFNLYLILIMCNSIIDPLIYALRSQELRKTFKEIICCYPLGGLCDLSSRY
TLR9-MyD88 block: blocks human TLR9 binding to MyD88. Q9NR96+Q99836. CHO BLA complementation TLR9-MyD88, CCF4 FRET ratio. inhibition, % at 4.98 µM. 340,000 compounds, 0.21% hits. AID 504734;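 active = inhibition above the mean over all tested compounds plus 3 SD, cut at about 21% in these data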;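 also: 0% = DMSO only wells and 100% = clavulanate BLA inhibitor control wells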
N-glyco inh: N-linked glycosylation inhibition; D54 ERlucT glycosylation luciferase reporter, 24 h; percent of 100 nM tunicamycin response; reporter increase, % at 12.5 µM; 360,000 compounds, 0.23% hits; AID 588692;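 active = mean luciferase reporter signal, scaled so untreated is 0 and the glycosylation-blocking control 100, at or above a set limit in every replicate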;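 also: luciferase carries N-glycosylation sites so blocking glycosylation raises the light; 0% = median of neutral control wells and 100% = median of 100 nM tunicamycin wells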
ABHD5 PLIN5 PPI: inhibitors of human ABHD5-perilipin-5 interaction. Q00G26+Q8WTS1. 360,000 compounds, 0.78% hits. AID 602281. inhibition, % at 4 µM. Split G. princeps luciferase complementation, luminescence, 4 h;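 active = inhibition above the mean inhibition across every tested compound plus 3 SD, cut at about 22% in these data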;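 also: 0% = DMSO only wells and the 100% control is not disclosed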
Vif imaging: blocks HIV Vif function. HEK293T cells, Vif self-association by quenched fluorescence, imaging, 24 h. inhibition, % at 7.49 µM. 340,000 compounds, 0.35% hits; in the data active = inhibition above about 50%, passing the limit was not always enough; also: some results filed as inactive read as strong as hits
MC4R antagonist: antagonists of human melanocortin 4 receptor (MC4R). MC4R-expressing cells, MTII-stimulated cAMP, LANCE TR-FRET. P32245. 360,000 compounds, 0.48% hits. inhibition, % at 6.5 µM. AID 540295;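 active = inhibition above its plate's cutoff, the mean of tested wells on that plate plus 3 SD, cut at about 29% in these data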;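 also: 0% = Melanotan II alone and 100% = Melanotan II plus saturating MCL0020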
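Material – human MC4R-expressing U2OS cells · Repeats – no replicates · Detection – TR-FRET with Eu-cAMP and labeled anti-cAMP, 671 nm · Times – compound 30 min, challenge 1 h, detection 1 h · Compound – single nominal compound dose of 6.5 µM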
NOD2 RIPK2 PPI: blocks binding of human NOD2 to RIPK2; inhibition, % at 4.98 µM; AID 624267; O43353; CHO BLA complementation NOD2-RIPK2, CCF4 ratio; 360,000 compounds, 0.38% hits; in the data active = inhibition above about 21%;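 also: 0% = vehicle only and 100% = reference blocker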
Target sequence (O43353 whole entry, looked up): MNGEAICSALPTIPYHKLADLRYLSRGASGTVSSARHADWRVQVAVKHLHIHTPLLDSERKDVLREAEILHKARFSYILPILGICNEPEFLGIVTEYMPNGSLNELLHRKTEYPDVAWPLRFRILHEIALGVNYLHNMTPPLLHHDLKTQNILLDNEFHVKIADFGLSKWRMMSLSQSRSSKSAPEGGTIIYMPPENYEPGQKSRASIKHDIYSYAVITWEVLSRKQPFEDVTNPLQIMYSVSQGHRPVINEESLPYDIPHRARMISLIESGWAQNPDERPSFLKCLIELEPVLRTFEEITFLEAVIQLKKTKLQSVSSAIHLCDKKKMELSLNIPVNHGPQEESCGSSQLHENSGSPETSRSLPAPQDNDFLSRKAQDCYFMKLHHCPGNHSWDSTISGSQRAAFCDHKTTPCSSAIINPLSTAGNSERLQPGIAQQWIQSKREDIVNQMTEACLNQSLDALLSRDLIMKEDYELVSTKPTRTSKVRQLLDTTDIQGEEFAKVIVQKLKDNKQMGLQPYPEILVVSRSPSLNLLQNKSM
aDG glyco act: increases alpha dystroglycan glycosylation; 360,000 compounds, 0.22% hits; Pro5-aDG cells, alpha-DG glycosylation AlphaScreen (IIH6); 0% Pro5, 100% B10-LARGE cell signal; activation, % at 10 µM;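 active = activation of at least 8% versus controls, or a plate z-score of at least 8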;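 also: Pro5 are CHO cells carrying HIG-tagged alpha-DG that lacks glycosylation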
* = called active by the depositor; . = not tested or not shown; & = joins results of further samples. This is a subset; rates above refer to the full screens.

Every second line gives: Exocytosis inh	ABCB6 inh 2	MC4R barr agon	TLR9-MyD88 block	N-glyco inh	ABHD5 PLIN5 PPI	Vif imaging	MC4R antagonist	NOD2 RIPK2 PPI	aDG glyco act
COC(=O)C[C@@H]1C=C[C@H](NC(=O)Nc2ccc(OC)cc2)[C@@H](CO)O1
 : 4	.	.	.	.	0	.	.	0	0.0
Cc1ccccc1-n1c(C)nnc1SCC(=O)NCC1CCCO1 (stereo not given)
 : -1	101	-0.4	-6	-1	-10	5	-1	-3	0.2
O=C(CSc1nc(-c2ccc(F)cc2)nc2c1Cc1ccccc1O2)Nc1ccc(C(=O)O)cc1
 : -2	96	1.7	0	1	-1	8	7	-15	0.2
CC(=NNC(=O)C(C)SC(C)C(=O)NN=C(C)c1cccnc1)c1cccnc1 (stereo not given)
 : 2	98	-0.6	-5	1	5	-2	-2	-3	0.1
O=C(NCc1nc(-c2ccc(C(F)(F)F)cc2)no1)c1cccs1
 : 2	94	0.6	1	-2	-2	-2	9	-2	0.0
Cc1ccc(C(=O)Nc2cc(C(C)C)c(O)c(C(C)C)c2)cc1
 : -4	93	-1.6	6	-4	3	-5	-5	-2	-0.3
O=C(COC(=O)c1cccnc1)NC1CCCc2ccccc21 (stereo not given)
 : 3	100	-1.4	-15	-2	-1	-2	-2	5	0.5
O=C(NCc1ccco1)c1ccccc1F
 : -2	100	-2.6	-5	1	10	-13	8	1	0.1
O=C(NCCNC(=O)c1ccccn1)c1ccc(F)cc1
 : -3	96	1.3	8	0	-8	4	3	-1	0.0
CCOc1ccc2oc(=O)cc(CN3CCOCC3)c2c1
 : -2	96	0.6	2	0	-1	2	-1	1	-0.1
CCOC(=O)C(C)Oc1cccc2c(=O)n(CC(=O)N3CCCc4ccccc43)ccc12 (stereo not given)
 : -2	96	1.4	4	2	6	.	-5	-11	4.4
CC(C)c1ccc(C(=O)Nc2cccnc2)cc1
 : -5	97	-0.2	-2	-9	6	9	-5	8	0.1
CCOC(=O)CN(C(=O)COc1nc(C)cc(C)c1C#N)c1ccc(F)cc1
 : -13	101	-0.3	-5	1	-1	1	6	-1	-0.1
Brc1ccc2nc(-c3ccccc3)c(Cc3ccccc3)n2c1
 : 0	100	.	.	-1	3	-11	.	-4	0.2
Cc1ccc(CC(=O)NC(C)CCc2ccccc2)cc1 (stereo not given)
 : 2	87	-0.9	18	-2	2	0	-1	0	0.0
O=C1C2=C(Nc3ccccc3SC2c2ccco2)c2ccccc21 (stereo not given)
 : 0	98	2.2	-6	-6	-24	.	0	-2	0.1
N#CCSc1nnc(-c2sc3ccccc3c2Cl)o1
 : -1	89	4.8	-3	5	2	4	10	0	0.5
N#CC1(NC(=O)COc2cccnc2[N+](=O)[O-])CCCCC1
 : -1	97	2.3	-5	2	6	-9	-5	0	1.5
CCCNc1nc(-c2cc(C(=O)Nc3ccccc3)on2)cc(C(C)C)n1
 : -6	99	-2.1	2	2	-2	.	6	-2	0.1
O=C(Nc1ccccc1NC(=O)c1ccco1)c1ccco1
 : 1	98	-1.9	-13	1	8	-32	3	-1	0.0
COc1ccc(NC(=O)N(C)C[C@H]2Oc3c(NS(=O)(=O)c4ccc(OC)cc4)cccc3C(=O)N([C@H](C)CO)C[C@@H]2C)cc1
 : 14	95	-0.5	4	-3	6	0	-1	-3	0.1
Cc1occc1C(=O)NNS(=O)(=O)c1ccc([N+](=O)[O-])cc1
 : 1	86	-1.4	-1	8	-5	1	1	-5	-0.1
CC(C)CNC(=O)CN(C1CCCCC1)S(C)(=O)=O
 : -5	100	-1.6	5	3	5	-1	19	-4	-0.3
O=C(Nc1ccccc1F)c1ccc([N+](=O)[O-])s1
 : -2	109	1.2	2	-1	3	-7	-9	-13	16*
Cc1nn(CCCC(=O)Nc2sc3c(c2C#N)CCC3)c(C)c1[N+](=O)[O-]
 : -1	99	3.3	-4	1	-2	-3	12	-5	-0.2
Cc1cc(Cl)ccc1OCC(=O)NCCOc1nc(N2CCCCC2)nc(N2CCOCC2)n1
 : 8	98	2.5	8	1	-2	3	7	5	0.0
COC(=O)c1ccc(C2C(C(=O)c3cc4ccccc4o3)=C(O)C(=O)N2CCN2CCOCC2)cc1 (stereo not given)
 : -6	102	-1.9	-1	3	-11	3	-1	2	0.2
COc1ccc(S(=O)(=O)N(C)CC(=O)Nc2ccccc2C(F)(F)F)cc1
 : -4	103	-0.5	-8	-2	-4	1	5	-9	0.0
O=C(c1ccccc1)c1coc(-c2ccccc2)c1
 : -8	95	5.5	-17	-14	-4	-7	-2	-6	0.0
Cc1ccc(S(=O)(=O)C2(C(=O)Nc3ccc(F)cc3)CC2)cc1
 : 0	100	-0.9	-3	-2	-2	-3	2	5	0.3
CCN(CC)CCCOC(=O)c1ccc(OC)cc1O
 : 0	100	-1.7	5	3	2	1	4	4	0.4
O=C(COc1ccc(Cl)cc1)N1CCN(S(=O)(=O)c2ccccc2)CC1
 : -5	95	-2.1	1	-1	-9	3	7	5	0.4
O=C(COC(=O)CN1C(=O)C2CCCCC2C1=O)Nc1ccc(F)c(F)c1F (stereo not given)
 : -5	103	-1.8	-1	0	-2	6	3	0	0.1
CCOC(=O)c1ccc(NC(=O)c2nc[nH]c2C(=O)N(C)Cc2ccccc2)cc1
 : -4	95	2.0	2	1	-4	-1	-1	-9	0.4
CCCCN=C(C)c1c(O)c2ccccc2oc1=O
 : 1	95	-0.7	-4	-2	0	9	3	-19	0.3
CCN1C2OC3OC4C(OC3OC2N(CC)S1(=O)=O)N(CC)S(=O)(=O)N4CC (stereo not given)
 : -2	91	1.6	-5	1	0	-1	23	-4	-0.3
NC(=O)c1nn(-c2ccccc2)nc1NC(=O)CN1CCCCC1
 : -1	101	-2.7	-2	3	-4	-3	0	4	0.0
O=C(NCCc1csc(-c2cccnc2)n1)c1cccc2ccccc12
 : 3	97	2.3	-9	-1	-4	-4	11	3	0.0
CCNC(=S)NNC(=O)c1cc(-c2cccc(OC)c2)nc2ccccc12
 : 2	100	-1.4	5	-1	-5	0	3	-10	-0.4
COc1ccc(C(=O)Nc2c(N)nc(SCC(=O)NCC3CCCO3)[nH]c2=O)cc1 (stereo not given)
 : -30	99	-5.0	10	1	7	1	8	5	0.3
O=C(NC(c1cccnc1)C(F)(F)F)c1cc(COc2ccc3c(c2)CCCC3)on1 (stereo not given)
 : 7	94	1.6	9	-5	11	-10	9	-6	1.0
Cc1cccc(C)c1OCc1nnc(SCC(=O)NCc2ccccc2)o1
 : -1	100	-1.6	2	1	-4	4	-2	-3	0.0
Cc1cc(-c2nnnn2-c2ccc(F)cc2)no1
 : -14	98	0.8	-1	2	5	-2	6	-5	-0.1
COc1cccc2oc3cc(C#CC4(O)CCCCC4)ccc3c(=O)c12
 : 10	93	1.5	1	-13	1	-11	-1	2	0.4
CCCCNc1c(-c2cccc(SC3CCCCC3)c2)nc2ccc(Cl)cn12
 : 8&1	100&114	1.1	19	-4	-1&-17	1	5	5&-12	0.2&0.3
CC1CCCC(NC(=O)CCCn2ncn3c(cc4occc43)c2=O)C1C (stereo not given)
 : -1	99	0.1	8	-2	2	0	0	-1	0.5
CCOC(=O)C1CCN(C(=O)Nc2ccc3nccnc3c2)CC1
 : -1	96	-0.4	0	1	-5	-13	2	13	-0.2
C[C@@H]1CC[C@@]23COC(=O)C2=CCC[C@@H]3[C@@]1(C)CC/C(=C/CO)CO
 : -2	104	1.1	-1	-2	9	-4	10	-28	0.1
O=C(c1ccc(COCC(F)(F)F)cc1)N1CCN(c2ccccn2)CC1
 : 9	102	-3.5	-1	0	-5	3	-5	-3	-0.1
COc1cc2ccc(=O)oc2c(O)c1OCC=C(C)C
 : -2	101	-1.2	5	1	2	-3	-1	12	0.0
Oc1ccc(-c2nc3ccccn3c2NCc2ccc3c(c2)OCO3)cc1
 : -1	99	-2.0	10	0	2	19	-10	-9	1.4
COc1ccc(/C=C(/NC(=O)c2ccco2)C(=O)N2CCCCC2)cc1
 : -1	99	1.7	-7	0	-5	.	16	-14	0.1
CCN(CC)S(=O)(=O)c1cccc(C(=O)N/N=C/c2ccccc2OCC(=O)O)c1
 : 0	101	0.4	1	1	0	1	-4	-12	0.0
CC(=O)c1ccc(NC(=O)Cc2ccsc2)cc1
 : 22	99	-0.3	-5	2	4	8	10	-3	-0.1
Cc1ccc(S(=O)(=O)N(CC(=O)Nc2cccnc2)c2ccccc2C)cc1
 : -3	100	3.5	-21	1	-3	-7	23	15	0.1
Cc1ccc(SC(CC(=O)c2ccc(C(C)(C)C)cc2)C(=O)O)cc1 (stereo not given)
 : 18	100	-2.6	.	-3	85*	-7	31*	9	-0.4
CC(C)(C)NC(=O)NC(=O)COC(=O)c1ccc(OC(F)(F)F)cc1
 : 0	98	8.4*	1	2	0	.	1	2	0.2
O=C(O)CN1CCCCC1
 : -2	91	0.6	4	4	4	4	16	-3	0.2
Cc1ccc(C(=O)C[n+]2cc(Br)cc(Br)c2)cc1[N+](=O)[O-]
 : 2	108	-0.5	-5	2	-1	-2	24	1	0.0
CN(C(=O)COC(=O)c1ccc2c(c1)OCO2)C1CCCCC1
 : -1	102	0.1	-3	3	1	3	9	-24	0.0

(listing goes on)
Every second line gives: Exocytosis inh	ABCB6 inh 2	MC4R barr agon	TLR9-MyD88 block	N-glyco inh	ABHD5 PLIN5 PPI	Vif imaging	MC4R antagonist	NOD2 RIPK2 PPI	aDG glyco act
COc1ccc(C(=O)N/C(=C\c2ccco2)C(=O)NCc2cccnc2)cc1
 : 6	105	-1.8	8	3	2	-2	0	8	0.0
COc1ccccc1OCCNC(=O)c1ccc2c(c1)CCC2
 : -3	101	0.7	9	-2	-6	-1	19	-4	0.1
CC1(NC(=O)Nc2cccc3ccccc23)CCS(=O)(=O)C1 (stereo not given)
 : -12	93	1.8	3	-1	1	-8	3	-2	-0.1
CN(C(=O)CS(=O)(=O)c1cn(CC(=O)N2CCOCC2)c2ccccc12)c1ccccc1
 : 4	103	1.4	-2	1	-2	-3	12	-7	0.2
CC(C)C[C@H]1CN([C@@H](Cc2ccccc2)CN2CCC[C@H]2CN2C(=O)C(=O)NC[C@@H]2Cc2ccc(O)cc2)C(=O)C(=O)N1CC1CCCCCC1
 : 0	98	.	.	.	3	.	.	9	-0.3
Cc1ccc(S(=O)(=O)N2CC(O)CC2C(=O)OCC(=O)c2ccccc2Cl)cc1C (stereo not given)
 : 0	97	4.3	-2	0	6	-3	10	5	0.4
Cc1sc2ncnc(OCC(=O)NCC3CCCO3)c2c1C (stereo not given)
 : -2	104	1.0	1	0	-3	8	11	0	0.0
CC(=O)OC[C@@H]1CN(Cc2ccccc2)C[C@H](n2cnc3c(NC4CC4)ncnc32)O1
 : 4	94	0.7	.	0	-1	-5	-1	-6	-0.2

Structures listed so far that bear a hit mark in aDG glyco act.
Every second line gives: Exocytosis inh	ABCB6 inh 2	MC4R barr agon	TLR9-MyD88 block	N-glyco inh	ABHD5 PLIN5 PPI	Vif imaging	MC4R antagonist	NOD2 RIPK2 PPI	aDG glyco act
O=C(Nc1ccccc1F)c1ccc([N+](=O)[O-])s1
 : -2	109	1.2	2	-1	3	-7	-9	-13	16*
